# Bioassay records: PubChem BioAssay, several laboratories
# L929 necroptosis = inhibitors of zVAD-triggered necroptosis, primary screen, L929 cells | L929 zVAD necroptosis rescue, ATP luminescence, 24 h; with zVAD 60 µM | viability rescue, % at 10 µM | actives 0.38% (n = 220,000);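 active = activation, scaled between plate controls, above about 75%, limit read from the data; inactive = activation under that limit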;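 note: 0% = zVAD with DMSO and 100% = DMSO alone without zVAD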
# Mdm2 ligase inh = MDM2-luciferase reporter signal enhancers, primary screen, MDM2 E3 ligase inhibitor project, cell-based, luminescence, 1536-well; E3 ubiquitin-protein ligase Mdm2 (Homo sapiens), Q00987; signal enhancement, % at 5 µM; actives 0.11% (n = 210,000); cell-based MDM2 ubiquitination luciferase reporter, 2 h; 0 = plate control, 100 = twice control, blank-subtracted; AID 1230, 2008;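 active = signal enhancement of 30% or more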;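 note: luminescence tracks abundance of the self-degrading MDM2-luciferase fusion protein; higher signal means inhibition of MDM2 E3 ligase activity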
#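 system = mammalian cells stably expressing self-ubiquitinating, self-degrading MDM2 E3–luciferase fusion | quantity = 2000 cells per well seeded | incubation = 4 h cell settling then 2 h compound exposure, 37 °C | signal = SteadyLite luminescence, 15 min reagent step | benchmarks = plate control and blank wells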
# m-calpain inh = inhibitors of pig calpain II, primary screen, biochemical, fluorogenic peptide substrate, 1536-well; AID 1236, 2008; actives 0.37% (n = 220,000); inhibition, % at 16 µM; purified calpain II, 30 min;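 active = inhibition above about 50%, limit read from the data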
# PERK inhibitor = block of dimerizer-induced PERK translation repression, primary screen, PERK inhibitor project, CHO PERK-DD cells, SEAP luminescence, HTS | inhibition, % at 5.6 µM | actives 0.17% (n = 220,000) | CHO PERK-DD fusion, SEAP luminescence translation reporter | Eukaryotic translation initiation factor 2-alpha kinase 3 (Homo sapiens), Q9NZJ5 | AID 1416, 2008;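 active = inhibition above the mean inhibition of all tested compounds plus 3 SD, set separately per screening campaign, cut at about 2.9% in these data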;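 note: PERK kinase domain activated by AP20187 dimerizer at 100 nM; 0% = DMSO with dimerizer and 100% = rapamycin at 8.4 µM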
# Target sequence (Q9NZJ5 whole entry, looked up, the tested form may be a part): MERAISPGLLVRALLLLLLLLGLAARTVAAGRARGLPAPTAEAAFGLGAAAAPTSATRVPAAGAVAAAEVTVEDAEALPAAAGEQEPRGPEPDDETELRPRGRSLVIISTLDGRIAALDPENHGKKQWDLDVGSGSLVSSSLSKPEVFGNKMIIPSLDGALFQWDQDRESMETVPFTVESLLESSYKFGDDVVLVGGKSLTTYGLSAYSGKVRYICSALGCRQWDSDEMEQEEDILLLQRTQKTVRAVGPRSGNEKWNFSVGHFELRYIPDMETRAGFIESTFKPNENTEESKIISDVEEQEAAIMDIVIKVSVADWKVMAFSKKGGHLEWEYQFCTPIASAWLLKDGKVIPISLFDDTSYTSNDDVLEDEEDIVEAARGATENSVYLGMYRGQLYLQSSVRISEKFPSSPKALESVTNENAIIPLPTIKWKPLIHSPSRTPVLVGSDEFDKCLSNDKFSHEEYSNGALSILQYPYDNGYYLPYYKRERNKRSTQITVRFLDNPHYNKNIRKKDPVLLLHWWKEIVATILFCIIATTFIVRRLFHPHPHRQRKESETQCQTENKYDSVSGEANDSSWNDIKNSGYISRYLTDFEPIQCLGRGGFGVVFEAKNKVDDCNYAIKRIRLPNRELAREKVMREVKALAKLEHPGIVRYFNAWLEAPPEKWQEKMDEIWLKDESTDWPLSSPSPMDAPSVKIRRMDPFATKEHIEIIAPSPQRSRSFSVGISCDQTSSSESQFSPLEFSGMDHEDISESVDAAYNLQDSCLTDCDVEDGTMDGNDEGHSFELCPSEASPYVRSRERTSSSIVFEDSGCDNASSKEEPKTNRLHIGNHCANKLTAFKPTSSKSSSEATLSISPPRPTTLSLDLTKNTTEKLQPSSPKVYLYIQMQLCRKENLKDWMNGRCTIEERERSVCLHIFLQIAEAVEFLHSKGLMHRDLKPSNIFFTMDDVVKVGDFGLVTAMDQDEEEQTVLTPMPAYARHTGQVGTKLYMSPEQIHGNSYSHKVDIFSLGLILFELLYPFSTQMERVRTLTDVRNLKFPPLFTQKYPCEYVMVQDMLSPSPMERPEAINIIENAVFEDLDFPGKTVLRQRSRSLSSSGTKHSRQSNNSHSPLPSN
# Cl transport mod = KCC2 cotransporter modulators, thallium flux, primary screen, cell-based, HEK293 KCC2, FluoZin-2 fluorescence, MLSMR; Solute carrier family 12 member 5 (Homo sapiens), Q9H2X9; KCC2 cells, thallium flux FluoZin-2 fluorescence; B-score of Tl+ flux slope (higher = more flux/activation; lower = inhibition) at 10 µM; actives 2.2% (n = 190,000); AID 1456, 2008;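 active = thallium flux slope and its plate-corrected score both differing from the plate sample mean at a set confidence after two filtering rounds, in either direction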;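 note: slope of fluorescence scaled to starting intensity during 10 to 20 s after thallium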
# EBV gp42 block = Epstein-Barr virus gp42 inhibitors, primary screen, biochemical, uHTS, fluorescence polarization. inhibition, % (tested at 21.74 µM). Glycoprotein 42 (Epstein-Barr virus (strain AG876)), Q1HVG2. actives 0.42% (n = 220,000). Fluorescence polarization binding assay, mP read-out; in the data active = inhibition above about 50%
# TNF necrop inh = inhibitors of TNF-alpha triggered necroptosis, primary screen, cell-based, Jurkat FADD-/-, single concentration; activation (protection from cell death), % at 10 µM; Jurkat FADD-/- TNF necroptosis rescue, ATP luminescence, 24 h; 0 = TNF only, 100 = no-TNF cells; AID 463075, 2010; actives 0.068% (n = 220,000);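 active = activation, meaning protection from cell death, of at least 50% relative to plate controls; inactive = activation below 50%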;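 note: necroptosis triggered by 40 ng/mL TNF-alpha added together with compound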
# Rad51 HR inh = human RAD51 strand exchange inhibitors, primary screen, biochemical, fluorescence; hRad51 DNA strand exchange, fluorescence dequenching; DNA repair protein RAD51 homolog 1 (Homo sapiens), Q06609; inhibition, % at 10 µM; actives 0.085% (n = 200,000);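 active = inhibition above 40% at the single screening dose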;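 note: 0% = DMSO control wells and 100% = blanks with heterologous ssDNA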
#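 System: human Rad51 nucleoprotein filaments preassembled on unlabelled ssDNA. Reagent: labelled 47-mer dsDNA for strand exchange. Schedule: 30-min compound preincubation and 15-min exchange, both room temperature. Measured by: FRET fluorescence dequenching, excitation 485 nm, emission 520 nm. Read-out: Fluorescence-based percent inhibition, control- and blank-normalised. Benchmarks: plate controls and plate blanks.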
# eIF4E 4G PPI = eIF4E–eIF4G protein interaction inhibitors, primary screen, biochemical, uHTS, TR-FRET, eIF4GI fragment | TR-FRET eIF4E-eIF4GI(517-606) binding, 2 h | inhibition, % at 21.7 µM | actives 0.37% (n = 220,000) | AID 782, 2007;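 active = inhibition above about 30%, limit read from the data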;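 note: 0% = full FRET control wells and 100% = background wells lacking eIF4GI fragment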
# The depositor's hits bear a star; · = no result given; [ ] = remark or other dose.
1. O=c1ccc(Oc2nc(N3CCOCC3)nc(N3CCOCC3)n2)n[nH]1
2. CC(/C=N\NC(=O)CN1CCN(Cc2ccccc2)CC1)=C\c1ccco1
3. O=C(OCc1nnc(-c2ccccc2)o1)c1ccc2c(c1)C(=O)N(CCc1ccccc1)C2=O
4. Cc1ccc(CNc2oc(C)nc2C#N)cc1
5. Cc1cc2c(OCC(O)CN3CCCCC3)cccc2[nH]1 (configuration not stated)
6. Cc1c(C(=O)C(=O)NCCc2ccc(S(N)(=O)=O)cc2)c2ccccc2n1C
7. Cc1ccc(NC(=O)c2nc[nH]c2C(=O)N2CCC(C)CC2)cc1
8. COC(=O)c1cccc2nc3c(C(C)O)cccc3nc12 (configuration not stated)

assay / compound	1	2	3	4	5	6	7	8
L929 necroptosis	-0.2	1.1	-0.9	-0.3	2.2	1.1	-0.6	0.4
Mdm2 ligase inh	0	3	5	-11	2	10	-4	-65
m-calpain inh	-3	12	10	-12	20	-10	6	26
PERK inhibitor	0.6	-0.7	1.3	-0.2	1.9	1.1	·	·
Cl transport mod	0.52	-0.45	·	0.03	0.4	1.7	0.66	-0.76
EBV gp42 block	-5	-14	-3	-8	2	-18	-3	-9
TNF necrop inh	-0.7	-0.2	-1.4	-1.4	1.5	1.1	0.9	-3.7
Rad51 HR inh	-1	-3	1	0	20	1	1	-8
eIF4E 4G PPI	-4[fluorescence artefact?]	8[fluorescence artefact?]	1	2[fluorescence artefact?]	0	20	-3	-16

# Reformatted with tabs: four of the compounds above
item	compound	L929 necroptosis	Mdm2 ligase inh	m-calpain inh	PERK inhibitor	Cl transport mod	EBV gp42 block	TNF necrop inh	Rad51 HR inh	eIF4E 4G PPI
1	O=c1ccc(Oc2nc(N3CCOCC3)nc(N3CCOCC3)n2)n[nH]1	-0.2	0	-3	0.6	0.52	-5	-0.7	-1	-4[fluorescence artefact?]
2	CC(/C=N\NC(=O)CN1CCN(Cc2ccccc2)CC1)=C\c1ccco1	1.1	3	12	-0.7	-0.45	-14	-0.2	-3	8[fluorescence artefact?]
4	Cc1ccc(CNc2oc(C)nc2C#N)cc1	-0.3	-11	-12	-0.2	0.03	-8	-1.4	0	2[fluorescence artefact?]
8	COC(=O)c1cccc2nc3c(C(C)O)cccc3nc12 (configuration not stated)	0.4	-65	26	·	-0.76	-9	-3.7	-8	-16

# (further entries)
9. CCCCSc1nc(C)nc2c1c(=O)n(C)c(=O)n2C
10. O=C(c1cc2ccccc2o1)c1nc2c(n1O)CCCCC2
11. Cc1c(CN2CCC(CO)(Cc3ccccc3)CC2)c2ccccc2n1C
12. Cn1c(CN2CCOCC2)nc2cc(NC(=O)c3ccccc3Cl)ccc21
13. O=C(Nc1cccnc1)c1cc(F)c(F)cc1Cl
14. CSc1nc(Sc2ccccc2)c2ccccc2n1
15. O=C(O)CC1c2ccccc2S(=O)(=O)N1Cc1ccccc1 (configuration not stated)
16. FC(F)C(F)(F)C1=CC(c2ccccc2)=NCCN1

assay / compound	9	10	11	12	13	14	15	16
L929 necroptosis	0.9	0.7	1.1	-0.7	2.4	-0.5	0.0	0.9
Mdm2 ligase inh	-18	-8	-5	-3	-13	-11	-8	-16
m-calpain inh	5	1	20	0	-5	-18	19	-15
PERK inhibitor	2.0	1.6	-0.4	0.1	0.4	0.5	·	-1.0
Cl transport mod	-1.7	0.4	-0.18	0.52	0.51	·	0.29	0.88
EBV gp42 block	-14	-9	-3	-18	-14	-9	-11	-13
TNF necrop inh	-1.2	-0.4	2.0	-2.7	0.1	-5.3	1.1	-0.9
Rad51 HR inh	-3	13	15	4	5	7	-1	-2
eIF4E 4G PPI	2	3	-1	-2	-1	-6	0	-3

# Individual results from the list.
# O=C(Nc1cccnc1)c1cc(F)c(F)cc1Cl in Mdm2 ligase inh is entered as -13
# Cn1c(CN2CCOCC2)nc2cc(NC(=O)c3ccccc3Cl)ccc21 in Cl transport mod is entered as 0.52

# Other structures follow.
17. CCC1=C(OC(=O)N(CC)CC)N2C(=O)OC(=NCC(=O)OC)[C@]2(C)[C@H]2C1=CC[C@H]1C(=O)N(CC(=O)OC)C(=O)[C@H]12
18. CN(CC(O)CON=C1c2ccccc2-c2ccccc21)S(=O)(=O)c1ccc(Br)cc1 (configuration not stated)
19. O=C(Nc1nsc(-c2ccccc2)n1)c1ccncc1
20. O=C(CSc1nnc2sc3ccccc3n12)c1ccco1
21. CCSc1nnc(NC(=O)Cc2ccc(OC)c(OC)c2)s1
22. Cc1nc2c(F)c(F)c(C(F)(F)F)c(F)c2[nH]1
23. CCOC(=O)CN(C(=O)CN1CCC(n2nnc3cc(C)ccc32)CC1)c1ccccc1
24. CCOC(=O)Cn1c(=O)sc2ccccc21

assay / compound	17	18	19	20	21	22	23	24
L929 necroptosis	-0.3	-0.1	1.5	-0.2	1.1	0.1	-0.6	-0.5
Mdm2 ligase inh	-6	-13	-39	5	-2	-15	-5	-6
m-calpain inh	4	19	-20	-31	17	0	22	0
PERK inhibitor	·	-0.7	0.6	0.4	0.4	-0.1	-0.4	1.1
Cl transport mod	-0.015	-0.56	-0.64	-0.018	·	-0.6	-0.43	0.96
EBV gp42 block	-7	-8	-2	-9	-22	-38	-1	-10
TNF necrop inh	0.8	-1.2	-1.7	-2.8	0.3	1.0	-1.7	-2.8
Rad51 HR inh	-4	-4	·	5	6	0	0	0
eIF4E 4G PPI	0	-2	6[fluorescence artefact?]	2	4	8[fluorescence artefact?]	1	0

25. Cc1cccc(C(=O)Nc2nnc(-c3ccco3)o2)c1
26. NC(=O)c1ccsc1NC(=O)COC(=O)COc1ccccc1F
27. O=C(/C=C/c1cccs1)N1CCc2ccccc21
28. Nc1cccc(S(=O)(=O)Nc2ccc(SC(F)F)cc2)c1
29. Cc1ccc(N2C(=O)C3ON(c4ccccc4)C(c4ccncc4)C3C2=O)cc1 (configuration not stated)
30. O=[N+]([O-])c1cc(/C=N/n2c(-c3ccncc3)n[nH]c2=S)ccc1Cl
31. CCCCNC(=O)Nc1cnn(CC)c1C(N)=O
32. N#CC(C(=O)NC1CC1)c1nc2ccccc2nc1N1CCCC1 (configuration not stated)

assay / compound	25	26	27	28	29	30	31	32
L929 necroptosis	0.2	0.5	0.8	0.8	1.0	28	0.7	-0.2
Mdm2 ligase inh	-4	-12	-54	-12	-3	-5	-8	-2
m-calpain inh	-4	-15	29	8	29	-85	-10	-63
PERK inhibitor	0.0	-0.1	-1.1	0.6	0.7	1.0	-0.1	-0.1
Cl transport mod	4.7	0.031	-3.4	-0.2	·	4.2	0.7	-0.68
EBV gp42 block	-6	-4	4	-2	5	12	-8	26
TNF necrop inh	-2.0	0.7	-7.7	5.4	-0.9	-0.3	-0.6	-6.6
Rad51 HR inh	2	7	·	20	8	3	-5	-6
eIF4E 4G PPI	5	2	2	-2	4	7	0[fluorescence artefact?]	3

33. CCOC(=O)c1c(C)c(C(=O)NCc2ccco2)c(C)n1CC
34. Cc1ccc(C(=O)NCCn2cc(SCC(=O)Nc3nnc(C)s3)c3ccccc32)cc1
35. CC(C)CN1C(=O)C(=O)N(CC(=O)N2CCC(Cc3ccccc3)CC2)C1=O
36. COCCCNC(=O)c1cc2cc([N+](=O)[O-])cc(OC)c2oc1=O
37. CCN1CCN(C(=O)CN(c2ccc(F)c(Cl)c2)S(C)(=O)=O)CC1
38. O=C(c1cccs1)N1CCC(Cc2ccccc2)CC1
39. CCc1nc2ccc(C)cc2c(C(=O)NC2CCCCC2C)c1C (configuration not stated)
40. O=c1cc(-c2ccccc2F)oc2ccccc12

assay / compound	33	34	35	36	37	38	39	40
L929 necroptosis	1.4	0.0	0.4	0.0	6.6	-0.1	-0.4	1.0
Mdm2 ligase inh	13	-17	1	-2	-4	-1	-9	-5
m-calpain inh	21	-20	2	-8	4	-3	-10	-5
PERK inhibitor	0.4	0.4	0.9	2.5	1.6	0.4	0.9	0.2
Cl transport mod	-0.42	·	-3.9	0.96	0.75	-3	0.0081	-2
EBV gp42 block	-4	-6	-23	-6	-12	-6	-12	-9
TNF necrop inh	0.2	-0.3	1.7	-0.6	1.5	-0.6	-3.2	-1.8
Rad51 HR inh	3	11	-2	-13	2	-2	-5	0
eIF4E 4G PPI	0	-1	-2	6	6	0	1[fluorescence artefact?]	1

41. Cc1cnc(C(=O)Nc2ccc(S(=O)(=O)NCC(C)C)cc2)cn1
42. CCOC(=O)C1=C(C)NC(C)=C(C(=O)OCC)C1C(=O)OCC(=O)N1CCc2ccccc21
43. COc1ccc(OC)c(/C(O)=C/C(=O)C(=O)Nc2cc(C)cc(C)c2)c1
44. CCOC(=O)N1CCN(C(=O)c2ccc(OC(C)=O)cc2)CC1
45. NC(=O)C1CCN(C(=S)NCCc2ccccc2)CC1
46. CCC(=O)Nc1cc2c(cc1C(=O)CC)OCCO2
47. O=C(COC(=O)/C=C/c1ccc(Cl)cc1)Nc1ccccc1
48. O=C(COC(=O)c1cc(S(=O)(=O)N2CCOCC2)ccc1O)Nc1cc(S(=O)(=O)N2CCCC2)ccc1Cl

assay / compound	41	42	43	44	45	46	47	48
L929 necroptosis	1.5	0.2	-0.1	-0.2	26	0.1	3.7	1.2
Mdm2 ligase inh	11	-6	-7	-35	-7	-5	-1	-1
m-calpain inh	-2	-44	-114	6	-25	-36	35	-28
PERK inhibitor	0.2	-0.6	-0.9	0.3	0.9	-0.9	1.4	0.4
Cl transport mod	0.53	-0.63	1.2	0.68	4.6*	0.14	0.013	0.035
EBV gp42 block	-2	-17	12	-13	-16	-4	0	-1
TNF necrop inh	-0.7	-9.5	-0.1	-0.3	-0.8	-3.4	1.0	0.0
Rad51 HR inh	·	-4	-5	10	-16	-3	2	8
eIF4E 4G PPI	-3	-6	1	-1	0	-3	-3	0

49. O=C(COC(=O)C1=COCCO1)NCc1ccc(Cl)cc1
50. CC1CCC(C(C)C)C(OP(=O)(c2ccccc2)C(O)c2ccncc2)C1 (configuration not stated)
51. C=CCc1ccccc1OCC(O)CN1CCN(C(=O)OCC)CC1 (configuration not stated)
52. Cc1ccc2cc3cc(C(=O)N4CCCCC4C)oc3nc2c1 (configuration not stated)

assay / compound	49	50	51	52
L929 necroptosis	1.6	-0.1	-0.4	5.5
Mdm2 ligase inh	-4	-1	1	-36
m-calpain inh	-19	-16	-13	4
PERK inhibitor	0.4	1.7	-0.7	-1.7
Cl transport mod	·	-0.73	-0.56	-0.83
EBV gp42 block	-6	5	-3	-32
TNF necrop inh	0.8	-1.3	-13	1.3
Rad51 HR inh	16	6	4	·
eIF4E 4G PPI	-2	-1	4[fluorescence artefact?]	5[fluorescence artefact?]

# Compounds were not picked by outcome; any-hit rate near 3.6%.
